Screens as filed in PubChem BioAssay.
pPAFAH FP inh – inhibitors of human plasma PAF acetylhydrolase (pPAFAH); AID 463082; recombinant pPAFAH, FP-rhodamine probe fluorescence polarization; actives 1.5% (n = 330,000); Q13093; inhibition, % at 3.39 µM;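 active = inhibition above the mean inhibition across the screen plus 3 SD, cut at about 25% in these data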;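 also: inhibitors block binding of the rhodamine activity-based probe so polarization drops; 0% = enzyme with DMSO and 100% = wells lacking pPAFAH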
Target sequence (Q13093 whole entry, looked up): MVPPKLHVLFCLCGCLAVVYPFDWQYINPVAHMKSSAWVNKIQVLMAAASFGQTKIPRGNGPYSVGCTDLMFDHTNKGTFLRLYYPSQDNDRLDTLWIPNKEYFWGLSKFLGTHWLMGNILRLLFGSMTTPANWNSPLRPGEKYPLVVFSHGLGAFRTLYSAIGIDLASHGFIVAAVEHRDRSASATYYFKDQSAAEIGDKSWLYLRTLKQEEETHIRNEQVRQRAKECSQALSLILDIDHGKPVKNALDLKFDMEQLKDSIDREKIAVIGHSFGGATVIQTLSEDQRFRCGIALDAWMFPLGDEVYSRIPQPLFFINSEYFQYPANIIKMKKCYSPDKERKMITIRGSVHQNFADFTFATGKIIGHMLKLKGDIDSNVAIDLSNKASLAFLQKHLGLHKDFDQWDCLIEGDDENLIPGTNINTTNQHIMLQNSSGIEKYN
PAFAH1B3 inh – blocks human PAF acetylhydrolase 1B catalytic subunit 3; recombinant PAFAH1B3, FP-rhodamine probe, fluorescence polarization; inhibition, % at 3.39 µM; actives 0.28% (n = 340,000); AID 492972;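 active = inhibition above the screen-wide average of all tested compounds plus 3 SD, cut at about 25% in these data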;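 also: 0% = enzyme with DMSO only and 100% = wells lacking PAFAH1B3 protein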
LYPLA1 counter – blocks human lysophospholipase 1, a PME1 counter-screen. O75608. recombinant LYPLA1, FP-Rh probe fluorescence polarization. inhibition, % at 5.9 µM. actives 0.16% (n = 320,000). AID 2174;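 active = inhibition above the mean of all tested compounds plus 3 SD, set per campaign, cut at about 14% in these data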;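 also: inhibitors block serine hydrolase probe labeling of LYPLA1 so polarization falls; 0% = enzyme with DMSO and 100% = wells lacking LYPLA1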
Target sequence (O75608 whole entry, looked up): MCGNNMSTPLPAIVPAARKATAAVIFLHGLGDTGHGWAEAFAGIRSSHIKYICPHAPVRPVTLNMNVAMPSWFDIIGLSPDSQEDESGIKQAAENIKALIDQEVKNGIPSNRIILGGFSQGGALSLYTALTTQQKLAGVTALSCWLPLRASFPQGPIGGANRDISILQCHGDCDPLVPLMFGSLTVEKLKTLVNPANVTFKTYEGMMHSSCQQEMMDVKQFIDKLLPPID
PAFAH1B2 FP inh – PAFAH1B2 (human) inhibition. P68402. recombinant PAFAH1B2, FP-rhodamine activity probe, fluorescence polarization. inhibition, % at 3.39 µM. actives 1.2% (n = 340,000). AID 492953;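 active = inhibition above the mean of all tested compounds plus 3 SD, cut at about 24% in these data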;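 also: 0% = enzyme with DMSO and 100% = wells lacking PAFAH1B2; many of its hits are not listed in these tables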
PAFAH2 FP inh – PAFAH2 (human) inhibition; recombinant PAFAH2, FP-rhodamine activity probe, fluorescence polarization; inhibition, % at 3.39 µM; actives 0.99% (n = 340,000);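 active = inhibition above the mean over all tested compounds plus 3 SD, cut at about 30% in these data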;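 also: inhibitors block probe labeling of enzyme so polarization drops; 0% = enzyme with DMSO and 100% = wells lacking PAFAH2 protein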
ZTA DNA inh – counter-screen for EBNA-1 inhibitors: inhibitors of Epstein-Barr virus ZTA; P03206; ZTA-DNA binding, fluorescence polarization; inhibition, % at 11 µM; actives 0.15% (n = 320,000); AID 2234; in the data active = inhibition above about 33%
EBNA-1 inhibitor – blocks EBNA-1 binding to DNA; EBNA-1 DNA binding, fluorescence polarization; inhibition, % at 14.8 µM; actives 0.34% (n = 300,000); AID 1950; in the data active = inhibition above about 28%
PREPL inhibitor – inhibitors of human prolyl oligopeptidase-like enzyme PREPL; Q4J6C6; recombinant PREPL, fluorescence polarization activity-based probe; inhibition, % at 5.96 µM; actives 0.68% (n = 320,000); AID 2751; in the data active = inhibition above about 43%;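 also: 0% = enzyme with DMSO and 100% = wells lacking enzyme; many of its hits are not listed in these tables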
LYPLA2 inh – counter-screen for PME1 inhibitors: inhibitors of human LYPLA2. inhibition, % at 5.9 µM. actives 0.38% (n = 320,000). recombinant LYPLA2, FP-Rh probe fluorescence polarization. O95372;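 active = inhibition above the screen-wide mean plus 3 SD, limit set per campaign, cut at about 26% in these data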;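 also: 0% = LYPLA2 with DMSO and 100% = wells lacking LYPLA2 enzyme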
Target sequence (O95372 whole entry, looked up): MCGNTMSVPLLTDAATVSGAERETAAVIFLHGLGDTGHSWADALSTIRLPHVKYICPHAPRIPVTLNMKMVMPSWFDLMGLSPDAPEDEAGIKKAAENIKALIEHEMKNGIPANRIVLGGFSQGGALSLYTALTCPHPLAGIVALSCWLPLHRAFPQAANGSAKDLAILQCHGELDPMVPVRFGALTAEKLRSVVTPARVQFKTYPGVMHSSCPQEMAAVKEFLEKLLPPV
An asterisk follows results filed as active; · = not tested or not shown.

SMILES | pPAFAH FP inh | PAFAH1B3 inh | LYPLA1 counter | PAFAH1B2 FP inh | PAFAH2 FP inh | ZTA DNA inh | EBNA-1 inhibitor | PREPL inhibitor | LYPLA2 inh
COc1cc(C(=S)N2CCCC2)ccc1OCc1ccccc1 | 6 | 6 | 1 | 2 | -9 | -10 | -7 | 14 | 2
COc1ccc(/C=N/N2CCN(c3ccccc3OC)CC2)cc1OC | -2 | -3 | 2 | -1 | 0 | -9 | -2 | 19 | 6
Cc1cc(C)c(S(=O)(=O)N2C=CC(C(F)(F)F)=NCC2)c(C)c1 | 2 | 5 | -1 | 4 | -2 | 2 | -6 | -9 | -1
CSc1nnc(C)c(=O)n1COC(=O)c1ccccc1 | 3 | 5 | -1 | 4 | -2 | 0 | -3 | 11 | 4
O=C(NC(=O)N1CCOCC1)c1ccccc1 | 3 | 7 | 3 | 0 | -7 | 20 | 1 | -3 | 2
Nn1c(SCc2nc3ccccc3[nH]2)nnc1-c1cccnc1 | 0 | 2 | 0 | 1 | 0 | -2 | 10 | -2 | 2
O=C(NN1C(=O)/C(=C/C=C/c2ccco2)SC1=S)c1ccccc1O | 78* | 26* | -13 | 19 | 59* | 49* | 37* | 11 | -14
COc1ccc(OC)c(C(C[N+](=O)[O-])c2c(C)cc3ccccn23)c1 (configuration not stated) | 9 | 8 | -4 | 7 | 5 | -3 | -7 | 16 | 0
CSc1sc(C(=O)NN)c2c1C(O)CCC2 (configuration not stated) | 8 | 10 | -3 | -1 | 4 | 17 | 2 | 12 | -3
CCCC(=O)Nc1cc(=O)[nH]c2ncnn12 | -2 | 11 | -2 | 8 | 2 | 11 | 7 | 5 | -1
O=C(O)c1cccc(Cl)n1 | 4 | 2 | 5 | -1 | -6 | -16 | -13 | -5 | 7
COCCCNC(=O)C1CCN(c2nc(C)cc(C)n2)CC1 | 1 | 5 | 3 | 4 | 0 | 11 | 16 | 2 | 4
O=C(Nc1nc2c(Cl)cccc2s1)c1ccc(Br)o1 | 3 | -6 | -3 | 0 | 10 | -6 | 4 | 2 | 1
Fc1ccc(CSc2nncn2NCc2ccc3c(c2)OCO3)cc1 | 2 | -1 | 1 | 17 | 9 | -13 | 4 | -16 | 4
CCC(CC)C(=O)OCC(=O)Nc1ccc(S(=O)(=O)N2CCOCC2)cc1OC | 6 | 10 | 0 | 5 | 4 | -6 | 2 | -6 | 5
COCCCNC(=S)N(Cc1ccccc1)Cc1ccc(F)cc1 | 3 | 5 | -1 | 8 | 3 | -2 | 2 | -6 | -1
COCCCNC(=O)CN(c1cccc(Cl)c1)S(C)(=O)=O | -1 | 6 | -3 | 5 | -10 | 1 | 3 | 14 | -4
Cn1cc(C(=O)N2CCc3ccccc32)cn1 | 0 | 3 | 6 | 6 | 3 | -6 | -5 | -4 | 6
CCOc1ccc(N(C(=O)CNC(=O)c2ccco2)C(C(=O)NC2CCCC2)c2cccnc2)cc1 (configuration not stated) | -4 | -10 | 0 | 2 | -6 | -7 | 1 | 12 | 2
COc1nc(NCC(C)C)nc(Oc2ccc(OCc3ccccc3)nn2)n1 | -4 | 3 | -2 | 11 | -2 | -6 | -1 | -1 | 1

Whole records, quoted from the list:
Listed for O=C(Nc1nc2c(Cl)cccc2s1)c1ccc(Br)o1 : pPAFAH FP inh = 3; PAFAH1B3 inh = -6; LYPLA1 counter = -3; PAFAH1B2 FP inh = 0; PAFAH2 FP inh = 10; ZTA DNA inh = -6; EBNA-1 inhibitor = 4; PREPL inhibitor = 2; LYPLA2 inh = 1
Listed for COc1ccc(/C=N/N2CCN(c3ccccc3OC)CC2)cc1OC : pPAFAH FP inh = -2; PAFAH1B3 inh = -3; LYPLA1 counter = 2; PAFAH1B2 FP inh = -1; PAFAH2 FP inh = 0; ZTA DNA inh = -9; EBNA-1 inhibitor = -2; PREPL inhibitor = 19; LYPLA2 inh = 6

Next section.
SMILES | pPAFAH FP inh | PAFAH1B3 inh | LYPLA1 counter | PAFAH1B2 FP inh | PAFAH2 FP inh | ZTA DNA inh | EBNA-1 inhibitor | PREPL inhibitor | LYPLA2 inh
CSC[C@@H]1NC(=S)N(c2ccc(C)cc2)C1=O | 14 | 49* | 10 | 27* | 15 | -13 | 15 | -11 | 20
Cc1cc(C)c(OCCCNCc2ccccc2)c(Br)c1 | 1 | -3 | -1 | 3 | -7 | 1 | -11 | -42 | 0
COCC1CCN(Cc2cn[nH]c2-c2cc(OC)c(OC)c(OC)c2)CC1 | 4 | 4 | 1 | 9 | -4 | 7 | 6 | 19 | 1
O=C(N/N=C/c1ccc(C(=O)O)cc1)C(=O)N1CCCCCC1 | -2 | 4 | -7 | 0 | 4 | 1 | 3 | 2 | 1
CCCNC(=S)Nc1ccc(S(N)(=O)=O)cc1 | 0 | · | 0 | · | · | 8 | -12 | -6 | -2
CN(C(=O)c1cc2nc(-c3ccco3)cc(C(F)(F)F)n2n1)C1CCCCC1 | 3 | -1 | 2 | 5 | 5 | 10 | 0 | -1 | 1
O=C1C(=O)N(c2ccccc2)c2ccccc21 | 1 | 1 | -3 | 1 | -2 | 5 | 9 | 3 | -2
OCCNCc1cccc(OCc2ccc(Cl)cc2)c1 | 1 | 2 | -3 | 11 | -9 | -5 | -5 | -56 | -5
O=C(O)C1CCN(c2ccc([N+](=O)[O-])cc2[N+](=O)[O-])CC1 | 10 | 6 | 0 | 1 | 3 | 4 | -2 | 1 | -3
Cc1cccc(NC(=O)CSc2ncnc3nc[nH]c23)c1C | 2 | -8 | 3 | 4 | 5 | 7 | -12 | -9 | 4
O=C(NCc1ccccc1C(F)(F)F)C1CC(c2cccc(F)c2)=NO1 (configuration not stated) | 6 | 2 | -2 | 2 | 0 | -4 | 19 | -8 | 4
Cc1ccc(C)c(N(CC(=O)NCCSCc2ccco2)S(C)(=O)=O)c1 | 12 | 8 | 6 | 4 | 4 | 2 | 8 | -3 | 11
COc1ccc2cc1Oc1ccc(cc1)C[C@H]1c3cc(c(OC)cc3CCN1C)Oc1c(O)c(OC)cc3c1[C@H](C2)N(C)CC3 | 2 | · | -1 | · | · | 19 | 3 | 59* | -1
COc1ccc2[nH]c(-c3ccc(C)cc3)cc(=O)c2c1 | -3 | 5 | -2 | -2 | -6 | -6 | 2 | 9 | 4
O=[N+]([O-])c1ccc(N2CCN(c3ccc(O)cc3)CC2)c(Cl)c1 | 21 | 3 | 2 | 5 | -4 | -11 | 4 | 16 | 6
OC(CCN1CCCCC1)(c1ccccc1)C1C[C@@H]2C=C[C@H]1C2 (some centres not stated) | 3 | -5 | -2 | 4 | -9 | 4 | 1 | -4 | -1
Cc1nn(CC(=O)OCC(=O)NCCc2ccc(F)cc2)c(C)c1[N+](=O)[O-] | 6 | 7 | · | 2 | -6 | · | · | 0 | ·
Cc1cccc(Nc2ncc3c(n2)CC(c2ccco2)CC3=O)c1 (configuration not stated) | 7 | 5 | -1 | 2 | -2 | -17 | -4 | -22 | 5
CC(OC(=O)c1cccc(-n2cnnn2)c1)C(=O)Nc1ccc(F)cc1 (configuration not stated) | 1 | 0 | 0 | -4 | -4 | -8 | 2 | -1 | 7
Cc1c(CCOC(=O)CC23CC4CC(CC(C)(C4)C2)C3)sc[n+]1CC(=O)c1ccccc1 | 1 | 7 | 1 | 8 | 4 | 5 | -2 | 26 | 2
COc1ccc(CCn2c(C)nc3ccccc3c2=O)cc1OC | 4 | 0 | -2 | 2 | 4 | 10 | 11 | 0 | 0
O=C1NC(NS(=O)(=O)c2ccccc2)(C(F)(F)F)C(=O)N1Cc1cccnc1 (configuration not stated) | 1 | 1 | 2 | 2 | 6 | 12 | 12 | 1 | 6
CN(C)c1cccc2c(S(=O)(=O)Nc3ccccn3)cccc12 | 2 | 11 | 1 | 1 | 1 | -17 | 5 | -1 | 2
Cc1ccc(S(=O)(=O)NCc2cccnc2)c(C)c1 | 5 | 15 | -4 | 4 | 2 | 6 | 14 | 3 | -4
C/C(=N/NS(C)(=O)=O)c1ccc2ccccc2c1 | 12 | 2 | 5 | 4 | -10 | 1 | -4 | 3 | 11
COc1ccc(C(=O)O/N=C(\N)Cc2ccc(Cl)cc2Cl)cc1OC | 3 | 4 | -3 | 1 | 85* | 13 | 8 | 9 | 3
CC(NC(=O)C1(S(=O)(=O)c2ccc(Cl)cc2)CC1)c1ccccc1 (configuration not stated) | -3 | 6 | 0 | -1 | 10 | 10 | 3 | -8 | -6
COc1ccc2oc(C(=O)Nc3ccc(S(=O)(=O)N(C)C4CCN(C)CC4)cc3)c(C)c2c1 | 0 | 8 | -8 | 3 | -1 | 15 | 4 | 37 | -12
COC(=O)CSc1nnc2n(-c3ccc(OC)cc3)c(=O)c3c4c(sc3n12)CCCCC4 | -3 | 10 | 1 | 2 | -1 | -1 | 2 | 27 | 4
CCN(C[C@H]1N[C@@](C)(C(=O)OC)[C@H]2C(=O)N(C)C(=O)[C@@H]12)C(=O)COc1ccccc1 | -5 | 10 | · | 2 | 6 | · | · | 16 | ·
Oc1cccc(NC(=S)Nc2ccccc2)c1 | 5 | 5 | 1 | -2 | 7 | 13 | 10 | 1 | -2
Cn1c(=O)c2sccc2n(Cc2cccc(Br)c2)c1=O | 3 | 1 | 7 | -2 | 2 | 18 | 0 | -18 | 5
Cc1ccc(C(=O)COC(=O)c2ccc3c(c2)C(=O)N(c2cccc4ncccc24)C3=O)cc1C | -13 | 0 | -3 | -2 | 4 | -7 | -11 | 12 | 30*
CC(=O)Nc1ccc(NC(=O)C(C)OC(=O)CCSc2ccccc2Cl)cc1 (configuration not stated) | 5 | 0 | · | -2 | -2 | · | · | 8 | ·
O=C(CCc1c[nH]c2ccccc12)N1CCCCCCC1 | 0 | 3 | -2 | 8 | 8 | 0 | -6 | 23 | -2
O=C(NCc1ccc2c(c1)OCO2)c1cc2n(n1)C(C(F)(F)F)CC(c1ccc3c(c1)OCO3)N2 (configuration not stated) | 5 | 0 | -4 | -1 | 3 | 0 | 24 | 15 | -1
COc1cc(NC(=S)N2CCN(CCO)CC2)cc(OC)c1 | -1 | 1 | 7 | 5 | 8 | -6 | -2 | 9 | 6
Cc1ccccc1NC(=O)c1oc(=O)c2ccccc2c1-c1ccccc1 | 19 | -2 | -2 | -1 | 24 | 12 | 0 | -11 | -3
COc1cc(Cl)c(C)cc1NC(=O)COC(=O)CCc1nc2ccccc2c(=O)[nH]1 | 1 | 3 | -3 | 0 | -5 | 3 | -2 | 10 | -4
CN(C)CCN(C(=O)c1ccc2c(c1)OCCO2)c1nc2c(Cl)cccc2s1 | -3 | -3 | -4 | 0 | -4 | 16 | 10 | -2 | 0
CC1(C)CCC(=O)N2CC[C@H]3C[C@H](OC(=O)Nc4ccc(Br)cc4)C[C@@H]1[C@H]32 | 3 | 1 | -2 | 1 | -3 | -12 | -4 | 12 | -4
Cc1ccc2[nH]c(=O)c(CN(Cc3cccs3)Cc3nnnn3CC3CCCO3)cc2c1 (configuration not stated) | 8 | -1 | 6 | 7 | 8 | -13 | 9 | 10 | 4
CCc1ccc(-c2nc(CSCC(=O)NC3CC3)c(C)o2)cc1 | 0 | 2 | -4 | 5 | 6 | 3 | -1 | -8 | -1
CCc1nc(SCC(=O)Nc2ccc(OC)cc2[N+](=O)[O-])n[nH]1 | 3 | -2 | 4 | 0 | 7 | -14 | -11 | -4 | 2
O=C(O)CCCNS(=O)(=O)c1ccc(F)cc1 | 2 | 13 | 3 | -1 | 14 | 8 | 9 | -3 | 5
O=c1c2oc3ccccc3c2ncn1Cc1ccccc1F | 2 | 0 | 2 | -2 | -3 | 2 | -8 | 6 | 10
CCc1ccc(/C=C2/C(=O)N(CC)C(=S)N2C)s1 | 3 | 3 | -3 | 1 | -3 | 2 | 6 | 2 | -1

These rows are one share of the data; rates above refer to the full screens.
